Screening results from PubChem.
NPY1 pot ag – potentiates or activates human NPY-Y1 receptor. P25929. NPY-Y1 expressing cells, potentiator/agonist activation. activation, % at 3.6 µM. 0.37% of 220,000 active; in the data active = activation above about 33%, passing the limit was not always enough;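 also: cells stimulated with NPY at EC10 then isoproterenol at EC100; 0% = low agonist plus stimulus and 100% = saturating agonist plus stimulus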
Target sequence (P25929 whole entry, looked up): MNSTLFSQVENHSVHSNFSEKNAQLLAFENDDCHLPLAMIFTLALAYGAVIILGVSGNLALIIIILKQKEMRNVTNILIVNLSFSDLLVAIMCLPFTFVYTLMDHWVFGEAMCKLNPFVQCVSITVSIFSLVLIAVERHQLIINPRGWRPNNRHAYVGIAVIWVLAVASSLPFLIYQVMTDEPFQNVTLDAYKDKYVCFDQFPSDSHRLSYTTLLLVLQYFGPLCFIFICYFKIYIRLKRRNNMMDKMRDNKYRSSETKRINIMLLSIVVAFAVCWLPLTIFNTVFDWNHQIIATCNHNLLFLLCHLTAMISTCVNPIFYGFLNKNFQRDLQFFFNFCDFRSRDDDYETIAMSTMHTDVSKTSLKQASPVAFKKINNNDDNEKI
NPY-Y2 PAM-ag – potentiates or activates human NPY-Y2 receptor | 0.45% of 220,000 active | AID 1359 | cells expressing NPY-Y2, potentiator/agonist read-out | activation, % at 3.6 µM | P49146; in the data active = activation above about 27%;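 also: cells stimulated with NPY near EC25 plus isoproterenol at EC100; 0% = vehicle plus submaximal agonist and 100% = vehicle plus saturating agonist; some results beyond the cut were filed as inactive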
S1P4 agonist – activates the human S1P4 receptor; O95977; S1P4-expressing cell line, agonist reporter assay; activation, % at 4.98 µM; 0.35% of 220,000 active; in the data active = activation above about 11%;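 also: 0% = DMSO vehicle and 100% = reference agonist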
Target sequence (O95977 whole entry, looked up): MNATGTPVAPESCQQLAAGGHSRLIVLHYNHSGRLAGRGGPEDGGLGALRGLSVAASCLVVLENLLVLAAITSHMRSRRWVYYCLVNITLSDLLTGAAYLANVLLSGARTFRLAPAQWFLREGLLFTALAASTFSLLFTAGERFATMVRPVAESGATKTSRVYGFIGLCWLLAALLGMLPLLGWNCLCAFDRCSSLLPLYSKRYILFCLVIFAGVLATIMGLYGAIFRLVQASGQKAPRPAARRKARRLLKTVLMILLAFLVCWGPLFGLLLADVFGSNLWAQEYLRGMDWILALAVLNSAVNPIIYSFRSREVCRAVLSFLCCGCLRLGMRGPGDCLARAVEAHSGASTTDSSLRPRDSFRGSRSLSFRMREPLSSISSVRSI
NCF1 inh – inhibitors of human p47phox binding; AID 1274; p47phox/p22phox peptide binding, fluorescence polarization, 2 h; inhibition, % at 24.7 µM; P14598; 0.53% of 220,000 active;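 active = inhibition above about 30%, limit read from the data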;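 also: 0% = p47phox with labelled peptide and 100% = labelled peptide alone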
CHOP inh – CHOP inhibition in unfolded protein response; CHO-K1 CHOP-promoter luciferase, tunicamycin-induced, 15-18 h; AID 2732; inhibition, % at 10 µM; 3.8% of 220,000 active;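 active = compounds that reduced the stress-induced luciferase reporter signal by more than about 70% of percent inhibition, limit read from the data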;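 also: 0% = tunicamycin plus vehicle and 100% = wells without tunicamycin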
S1P4 antag – blocks the human S1P4 receptor; inhibition, % at 4.98 µM; O95977; S1P4-expressing cells, antagonist mode, reporter read-out; 0.26% of 220,000 active; in the data active = inhibition above about 29%;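 also: 0% = wells stimulated with agonist and 100% = vehicle wells without agonist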
BaF3 parental – parental Ba/F3 viability inhibition as JAK2V617F counter-screen; AID 1486; inhibition, % at 5.6 µM; 1.1% of 220,000 active; CellTiter-Glo ATP luminescence;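 active = inhibition above a per-campaign cutoff, the mean inhibition of all tested compounds plus 3 SD, cut at about 27% in these data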;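 also: 0% = DMSO wells and 100% = JAK Inhibitor I control wells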
NPY Y1 blocker – blocks the human neuropeptide Y Y1 receptor | HEK293-CNG Y1 cells, membrane potential fluorescence; NPY at EC95, then isoproterenol | inhibition, % at 3.6 µM | 1% of 200,000 active;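 active = inhibition above the campaign mean inhibition of all tested compounds plus 3 SD, cut at about 20% in these data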;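 also: 0% = DMSO wells given NPY plus isoproterenol and 100% = isoproterenol alone without NPY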
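material = HEK293 cells with Y1 receptor plus CNG channel | also added = NPY 25 nM then isoproterenol 1 µM plus Ro 20-1724 25 µM | schedule = dye 3 h, compound 60 min room temperature, stimulation 45 min | measured by = membrane potential fluorescence | benchmarks = high control isoproterenol alone, low control NPY with isoproterenol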
Ba/F3 V617F tox – loss of viability in JAK2V617F-driven Ba/F3 cells; Ba/F3 EpoR-JAK2V617F viability, ATP luminescence; inhibition, % at 5.6 µM; 1.1% of 220,000 active; AID 1446;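 active = inhibition above the campaign mean plus 3 SD over all tested compounds, cut at about 24% in these data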;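 also: cytokine-independent growth of Ba/F3 cells driven by EpoR plus mutant JAK2; 0% = DMSO-treated cells and 100% = JAK inhibitor I control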
* marks the source's active call; other numbers are inactive results; nt = no result given.

Every second line gives: NPY1 pot ag	NPY-Y2 PAM-ag	S1P4 agonist	NCF1 inh	CHOP inh	S1P4 antag	BaF3 parental	NPY Y1 blocker	Ba/F3 V617F tox
> O=C(Nc1nc2ccsc2c(=O)s1)c1ccco1
  13	-38	2.2	-6	-28	-23	1	nt	4
> CCn1c(SCc2nc(-c3cccs3)no2)nnc1-c1c[nH]c2ccccc12
  8	-5	-0.8	-33	35	-14	2	6	0
> CC(C)(C)N1CC2([N+](=O)[O-])CN(C(C)(C)C)CC([N+](=O)[O-])(C1)C2
  21	-31	-0.5	-12	56	1	0	-2	4
> CN(C)CCOCCP(=O)(c1ccccc1)c1ccccc1
  -17	-11	-1.8	-11	-2	-6	0	6	-3
> COc1ccc(CCNC(=O)CSc2nc(C)nc3sccc23)cc1OC
  14	-10	0.6	-8	-3	-3	-10	nt	1
> O=C(NNC(=S)Nc1ccc(Cl)cc1Cl)c1ccncc1
  -15	-2	-3.1	-7	5	-2	11	5	2
> COc1ccc(OC)c(/C=N/NC(=O)c2[nH]nc3c2CCc2ccccc2-3)c1
  -9	-13	0.6	-4	58	-20	6	4	-2
> CCOc1cc(CNc2ncnc3nc[nH]c23)ccc1OC
  4	-6	-0.6	-18	7	-19	3	3	0
> CCC(=O)c1ccc(OCC(O)CN2CCN(S(=O)(=O)N3CCCCC3)CC2)cc1 (stereo not given)
  -8	-10	-1.0	-22	-6	12	8	1	6
> C/C(O)=C(\C#N)c1nc2ccccc2[nH]1
  11	-16	-2.1	1	17	2	6	2	-1
> CN(CC(=O)Nc1ccccc1-c1ccccc1)Cc1ccccc1Cl
  23	-4	2.1	-5	65	-12	7	3	1
> CC(C)n1ncc2c(C(=O)O)cc(C3CC3)nc21
  2	-12	2.7	-11	4	0	-1	nt	-1
> C=CCOc1ccc(C2c3c(oc4ccccc4c3=O)C(=O)N2CCCN2CCOCC2)cc1 (stereo not given)
  2	22	0.3	-4	32	7	4	-4	-2
> Cc1ccc(-c2nc(-c3cccnc3)no2)cc1
  1	1	0.7	-5	-4	-15	3	-4	-2
> Cc1cc(NC(=O)CSc2nnc(N)s2)c([N+](=O)[O-])cc1C
  -10	-1	2.2	-3	-4	3	5	4	-2
> COc1cccc(OC)c1OCCCOc1c(OC)cccc1OC
  -6	-18	-1.3	-13	-34	-6	1	3	1
> COc1ccc(OCC(O)CN2CCCCCC2)cc1 (stereo not given)
  10	-3	0.9	-2	17	-12	5	-3	1
> O=C(c1ccc(C(=O)N2CCOCC2)nc1)N1CCOCC1
  -16	18	0.4	-5	7	-15	0	-3	-4
> COc1ccc(N2CCN(C(c3cc(OC)ccc3OC)c3nnnn3CC3CCCO3)CC2)cc1 (stereo not given)
  -2	-9	-0.4	1	-14	-2	6	1	3
> CCC1(c2ccc(Cl)cc2)NC(=S)N(c2ccccc2)N1 (stereo not given)
  14	10	5.3	-2	-6	-21	4	0	-2

Copied from the list.
`O=C(c1ccc(C(=O)N2CCOCC2)nc1)N1CCOCC1` | NCF1 inh = -5
`CC(C)(C)N1CC2([N+](=O)[O-])CN(C(C)(C)C)CC([N+](=O)[O-])(C1)C2` | NPY Y1 blocker = -2
`CCn1c(SCc2nc(-c3cccs3)no2)nnc1-c1c[nH]c2ccccc12` | NPY1 pot ag = 8
`COc1ccc(N2CCN(C(c3cc(OC)ccc3OC)c3nnnn3CC3CCCO3)CC2)cc1` (stereo not given) | NPY Y1 blocker = 1
`O=C(NNC(=S)Nc1ccc(Cl)cc1Cl)c1ccncc1` | NPY1 pot ag = -15

Back to the main list; the two compounds before the break are reprinted first.
Every second line gives: NPY1 pot ag	NPY-Y2 PAM-ag	S1P4 agonist	NCF1 inh	CHOP inh	S1P4 antag	BaF3 parental	NPY Y1 blocker	Ba/F3 V617F tox
> COc1ccc(N2CCN(C(c3cc(OC)ccc3OC)c3nnnn3CC3CCCO3)CC2)cc1 (stereo not given)
  -2	-9	-0.4	1	-14	-2	6	1	3
> CCC1(c2ccc(Cl)cc2)NC(=S)N(c2ccccc2)N1 (stereo not given)
  14	10	5.3	-2	-6	-21	4	0	-2
> COc1ccccc1NC(=O)CC(c1ccc(F)cc1)c1ccco1 (stereo not given)
  -3	1	-0.5	-11	3	-13	1	nt	-2
> COc1cccc(NC(=S)Nc2cccnc2)c1
  3	5	0.3	-16	58	0	9	8	3
> COC(=O)c1cc([N+](=O)[O-])c(-n2ccnc2)c([N+](=O)[O-])c1
  18	1	-0.5	-10	90*	-21	7	-1	2
> COC(=O)COc1cccc2c(=O)n(CC(=O)NCCc3ccc(OC)c(OC)c3)ccc12
  -17	8	-1.3	-6	-17	2	0	-2	-2
> O=C(CS(=O)(=O)Cc1ccccc1)Nc1nc2c(s1)CCCC2
  -34	-20	-0.6	-17	31	-17	2	-1	-1
> CCCCOC(=O)Nc1nnc(CCOCC)s1
  1	12	1.5	0	10	5	1	5	-4
> CCc1nc2sc3c(c2c(=O)n1NC(=O)CCl)CCCC3
  -7	2	-3.7	-2	34	9	1	11	-2
> CCN(c1ccc(NC(=O)COC(=O)c2ccc(S(=O)(=O)N3CCCC3)cc2)cc1)C(C)C
  -1	-6	-4.4	-12	17	5	2	-1	-3
> COc1ccc2o/c(=N/NC(=S)Nc3ccccc3)c(C(N)=O)cc2c1
  -7	5	1.5	-12	-23	-14	7	-2	-1
> CCCC12CN3CC(C)(CN(C1)C3c1ccc([N+](=O)[O-])o1)C2=O (stereo not given)
  4	14	0.6	-6	5	-11	-4	nt	-4
> CC(=O)c1c(C)[nH]c(C(=O)N2CCN(c3ccc(F)cc3)CC2)c1C
  24	-4	-0.1	-9	84*	5	4	-5	-3
> CCOC(=O)c1[nH]c2ccccc2c1N=C(C)N(CC)CC
  7	3	1.5	-3	-16	1	-2	18	-4
> O=C(O)c1ccc2c(c1)NC(=O)C(N1CCCC1)S2 (stereo not given)
  -5	11	2.6	-3	7	1	5	-5	0
> Cc1ccccc1CSCC(=O)N/N=C/c1cccs1
  1	12	-0.8	-4	26	-15	5	-2	2
> CC(=O)C(=Cc1cn(-c2ccccc2)nc1-c1ccccc1)C(C)=O
  -2	-5	-0.8	-6	-34	4	7	-3	0
> CCn1nnnc1SCC(=O)Nc1cccc(C)n1
  -28	2	1.2	-7	13	-8	1	7	-2
> O=C(Nc1nnc(SCc2ccc(Cl)cc2)s1)c1cnccn1
  -30	-4	0.3	-14	0	-24	3	16	2
> CCOC(=O)C1(C(F)(F)F)N=C(C(F)(F)F)Nc2cc(C)c(C)cc21 (stereo not given)
  11	16	0.5	-10	34	-3	5	2	0
> COc1cc(COCC(O)CN2CCc3ccccc3C2)cc(OC)c1OC (stereo not given)
  5	-2	0.6	-2	5	-22	11	7	2
> COc1cc(NC(=O)CSc2nc3ccccc3cc2Cc2ccccc2)cc(OC)c1
  0	-7	1.3	-11	3	-18	0	2	1

3 entries from above, in markdown.
| SMILES | NPY1 pot ag | NPY-Y2 PAM-ag | S1P4 agonist | NCF1 inh | CHOP inh | S1P4 antag | BaF3 parental | NPY Y1 blocker | Ba/F3 V617F tox |
| --- | --- | --- | --- | --- | --- | --- | --- | --- | --- |
| CCOC(=O)c1[nH]c2ccccc2c1N=C(C)N(CC)CC | 7 | 3 | 1.5 | -3 | -16 | 1 | -2 | 18 | -4 |
| O=C(O)c1ccc2c(c1)NC(=O)C(N1CCCC1)S2 (stereo not given) | -5 | 11 | 2.6 | -3 | 7 | 1 | 5 | -5 | 0 |
| Cc1ccccc1CSCC(=O)N/N=C/c1cccs1 | 1 | 12 | -0.8 | -4 | 26 | -15 | 5 | -2 | 2 |

More records follow:
Every second line gives: NPY1 pot ag	NPY-Y2 PAM-ag	S1P4 agonist	NCF1 inh	CHOP inh	S1P4 antag	BaF3 parental	NPY Y1 blocker	Ba/F3 V617F tox
> O=c1c2c(nc3nc(NCc4cccc5ccccc45)[nH]n13)CCC2
  7	3	0.8	-4	-17	-33	-1	2	-4
> CCCCS(=O)(=O)/C=C\C=C/S(=O)(=O)CCCC
  -14	-1	-3.8	-6	nt	99*	105*	2	101*
> CCN=c1scc(-c2ccco2)n1/N=C/c1ccc(O)cc1
  16	-5	3.1	-12	76*	2	3	-2	4
> COc1ccc(Nc2nc(-c3c(C)nc4ncccn34)cs2)cc1
  -17	-18	-1.2	-6	-22	-1	83*	10	83*
> Cc1ccccc1-n1c(=O)c2c(n3cnnc13)-c1ccccc1CC21CCCCC1
  4	-19	1.5	-12	39	-21	1	-4	-1
> COc1ccc(C(=O)Nc2ccccc2N2CCOCC2)cc1[N+](=O)[O-]
  -2	7	0.4	-11	21	-17	5	4	1
> COc1ccc(OC)c(NS(=O)(=O)c2ccc3c(c2)n(C)c(=O)n3C)c1
  10	2	0.2	-1	66	-10	1	-4	-2
> CCN1C(=O)c2cccc3c(S(=O)(=O)Nc4ncccc4C)ccc1c23
  -13	-12	0.4	-4	-14	-6	12	0	-1
> Cc1ccccc1Oc1cccc(C(=O)/C(C#N)=C/N(C)C)c1
  1	-11	1.8	-24	50	-4	4	5	5
> CCc1cc(CN2CCOCC2)c(NC(=O)c2ccccc2)s1
  3	-13	0.5	-15	-6	-7	-1	-6	-2
> COc1ccc(/C=N/NC(=O)c2ccncc2)cc1CN1CCN(c2ccc(F)cc2)CC1
  -11	5	0.5	-2	-7	19	2	0	-2
> O=C(/C=C/Nc1ccc(S(=O)(=O)Nc2ncccn2)cc1)c1ccc2ccccc2c1
  20	0	1.0	-31	8	-6	2	nt	-2
> CCn1cc(C(=O)NC2CCCCC2)c(=O)c2cc(S(=O)(=O)N(C)C)ccc21
  7	10	0.7	-10	9	-4	6	2	-1
> CCCN(CCC)C(=O)Cn1ccc(=N)c2ccccc21
  8	16	0.5	-40	1	1	1	1	-6
> Cc1cc(C)n(-c2nc(NC(C)C)nc(NC(C)C)n2)n1
  -5	-1	0.7	-1	-168	-2	12	2	-1
> Cc1cc(N(CN2CCCC2=O)C(=O)c2ccc(F)cc2)no1
  -15	-21	1.1	-5	42	12	10	-2	3
> CCn1c(=NC(=O)C2COc3ccccc3O2)sc2c(OC)ccc(OC)c21 (stereo not given)
  -46	-44	1.5	-14	6	-2	-3	nt	-2
> O=C(Nc1cccc(N2CCCC2)c1)c1cccs1
  17	8	-1.0	-6	-14	2	4	-2	-2
> O=C(O)CCC(=O)Nc1ccc(Cc2ccc(NC(=O)CCC(=O)O)cc2)cc1
  -20	-4	-2.2	-3	-2	-11	1	1	-5
> CC(C)c1ccc2[nH]c(O)c(N=NC(=O)c3cccc(S(=O)(=O)N4CCCCC4)c3)c2c1
  17	4	0.3	-2	66	-15	6	-2	1

Outcome played no part in choosing rows; about 7.1% have a hit in one of these screens.
